FBA Mtb inh = Mtb FBA enzyme inhibitors, primary screen, biochemical, fluorescence, strain H37Rv; inhibition, % at 1 µM; Fructose-bisphosphate aldolase (Mycobacterium tuberculosis (strain ATCC 25618 / H37Rv)), …; 360,000 compounds, 2.3% hits; purified M. tuberculosis FBA, fluorescence read-out; in the data active = inhibition above about 27%;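 note: 0% = vehicle and 100% = reference inhibitor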
Target sequence (P9WQA3 whole entry, looked up): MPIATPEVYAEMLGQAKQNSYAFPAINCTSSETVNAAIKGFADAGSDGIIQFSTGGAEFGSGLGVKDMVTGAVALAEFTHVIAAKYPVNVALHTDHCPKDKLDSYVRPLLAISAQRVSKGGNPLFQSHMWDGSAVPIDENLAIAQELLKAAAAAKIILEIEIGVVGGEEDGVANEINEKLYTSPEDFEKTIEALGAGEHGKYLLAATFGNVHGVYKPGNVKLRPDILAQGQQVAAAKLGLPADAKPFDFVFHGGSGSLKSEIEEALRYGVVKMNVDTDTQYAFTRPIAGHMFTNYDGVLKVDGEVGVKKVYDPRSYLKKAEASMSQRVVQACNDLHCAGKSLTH
BoNT F protease = BoNT/F light chain protease inhibitors, primary screen, biochemical, flow cytometry, MLPCN library; Botulinum neurotoxin type F light chain protease (Clostridium botulinum); Multiplex microsphere protease cleavage assay; inhibition, % at 10 µM; 360,000 compounds, 0.22% hits; AID 588497, 2011; in the data active = inhibition above about 35%, passing the limit was not always enough; note: plate controls were buffer without enzyme for full effect and enzyme alone for no effect
UGM FP inh = M. tuberculosis UGM enzyme inhibitors, primary screen, biochemical, fluorescence polarization, single point; purified UGM, fluorescence polarization probe displacement; AID 504406, 2011; UDP-galactopyranose mutase (Mycobacterium tuberculosis (strain ATCC 25618 / H37Rv)), …; inhibition, % at 10 µM; 320,000 compounds, 0.06% hits; in the data active = inhibition above about 10%, passing the limit was not always enough
DUSP3 inh = VHR1 phosphatase inhibitors, primary screen, biochemical, absorbance, uHTS; Dual specificity protein phosphatase 3 (Homo sapiens), P51452; recombinant VHR phosphatase, pNPP absorbance; inhibition, % at 13.3 µM; 290,000 compounds, 0.52% hits; AID 1654, 2009; in the data active = inhibition above about 50%; note: some compounds called inactive have numbers as strong as hits
Target sequence (P51452 whole entry, looked up): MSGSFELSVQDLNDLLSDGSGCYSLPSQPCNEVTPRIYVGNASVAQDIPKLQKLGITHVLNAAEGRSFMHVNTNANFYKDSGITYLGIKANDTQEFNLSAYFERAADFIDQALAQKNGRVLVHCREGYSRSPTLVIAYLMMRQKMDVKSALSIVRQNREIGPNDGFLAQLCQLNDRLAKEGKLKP
GDH-TPI counter = GDH-TPI coupling enzyme inhibitors, primary screen, artefact control for M. tuberculosis FBA inhibitor project, biochemical, absorbance, full deck. GDH-TPI coupled enzyme counterscreen, NADH absorbance. inhibition, % at 4.8 µM. 360,000 compounds, 1.2% hits;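 note: 0% = DMSO wells and 100% = wells lacking the enzyme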
Rv3671c inh = Rv3671c serine protease inhibitors, primary screen, biochemical, fluorescence polarization, M. tuberculosis H37Rv; AID 2606, 2010; P9WHR9; inhibition, % at 5.96 µM; 320,000 compounds, 0.048% hits; in the data active = inhibition above about 38%;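 note: extracellular domain of Rv3671c used as enzyme; 0% = enzyme with DMSO and 100% = no enzyme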
Mtb BioA inh = M. tuberculosis BioA enzyme inhibitors, primary screen, biochemical, plate reader, single point, HTS | 7,8-diaminopelargonic acid synthase BioA (Mycobacterium tuberculosis) | purified M. tuberculosis BioA enzyme | inhibition, % at 9.99 µM | 360,000 compounds, 0.096% hits; in the data active = inhibition above about 40%
MazEF act = activators of E. coli MazEF toxin-antitoxin RNase, primary screen, biochemical, fluorescence, uHTS. Endoribonuclease toxin MazF (Escherichia coli (strain K12)), P0AE70. FAM/BHQ RNA-DNA oligo cleavage fluorescence, 5 h. activation, % at 20 µM. 350,000 compounds, 0.32% hits. AID 504720, 2011; in the data active = activation above about 50%
Target sequence (P0AE70 whole entry, looked up): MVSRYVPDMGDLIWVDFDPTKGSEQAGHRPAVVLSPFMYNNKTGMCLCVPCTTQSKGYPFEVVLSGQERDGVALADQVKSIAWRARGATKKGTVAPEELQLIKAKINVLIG
FadD28 FP inh = inhibitors of FadD28 bisubstrate probe binding, primary screen, biochemical, fluorescence polarization, single point. 360,000 compounds, 0.22% hits. inhibition, % at 12.5 µM. Mycobacterium tuberculosis FadD28 fatty-acid-AMP ligase; in the data active = inhibition above about 8.5%, passing the limit was not always enough
CCHF vOTU inh = CCHFV vOTU protease inhibitors, primary screen, biochemical, Pep-AMC substrate, fluorescence; AID 651958, 2012; inhibition, % at 11.5 µM; Crimean-Congo hemorrhagic fever virus L polyprotein viral ovarian tumor (vOTU) protease …; 370,000 compounds, 0.55% hits; note: 0% = vehicle wells with enzyme and 100% = no enzyme wells
* marks the source's active call; other numbers are inactive results; / = not tested or not shown; & = joins results of further samples. Cut-off read from the data, not from the text of the source, unless noted: active = inhibition above about 30%; inactive = the rest.

Results follow in this order: FBA Mtb inh, DUSP3 inh, MazEF act, FadD28 FP inh, UGM FP inh, GDH-TPI counter, Mtb BioA inh, CCHF vOTU inh, BoNT F protease, Rv3671c inh
(1) COc1cc(C=C2C(=O)OC(C)(C)OC2=O)cc(Cl)c1OCC(=O)Nc1ccccc1
  3, 49, -2, 1.9, -2.3, 6, /, 20, 3, -19
(2) O=S1(=O)c2ccccc2C(CCO)N1Cc1ccccc1 (centres undefined)
  22, 6, 9, -2.5, 0.8, 7, 0.1, 0, 8, -2
(3) CN(C)c1ccc(/C=N/N2C(=S)SC(C)(C)C2N(O)C(=O)Nc2ccc([N+](=O)[O-])cc2)cc1 (centres undefined)
  0, 16, 11, -1.9, 2.2, 51*, -1.0, 25, -8, 8
(4) Cc1nn(Cc2ccccc2)c(C)c1C(=O)NCCCN1CCCC1=O
  -1, /, -3, -3.8, -0.6, -13, 1.7, -4, 4, -7
(5) COc1cccc(/C=C2\CCC(C3CCCC3)C2=O)c1 (centres undefined)
  0, -12, 4, -1.5, -1.8, 7, -0.5, -6, 2, 1
(6) Nn1c(SCc2ccccc2F)nnc1-c1cccnc1
  -1, 29, -1, -2.5, 1.6, 7, 9.8, -8, 10, 9
(7) Oc1cc(O)cc(-c2cc3ccc(O)cc3o2)c1
  177*, /, -8, 7.1, -0.8, 0, 3.0, -83, -1, 5
(8) CCOC(=O)c1c(CSc2ccccc2)n(C)c2cc(Br)c(O)c(CN(C)C)c12
  -4, 20, 9, -3.5, -2.1, 5, /, -3, -9, 0
(9) O=[N+]([O-])c1ccccc1NCCNS(=O)(=O)c1ccc(Cl)cc1
  -4, 15, -9, -5.0, -0.7, -3, /, 12, -2, -5
(10) CN(C)C(=O)C1Cc2ccccc2CN1S(=O)(=O)c1ccc(F)cc1 (centres undefined)
  2, 16, 6, 0.6, 0.9, 5, -1.7, -6, -18, -1
(11) COc1cccc(N2CC(C(=O)Nc3nnc(SCC(=O)NC4CCCC4)s3)CC2=O)c1 (centres undefined)
  3, -9, -3, -1.1, -2.3, 2, -2.5, 6, -5, -1
(12) CC1=C(C(=O)OCCBr)C(c2cccc3ccccc23)NC(=O)N1 (centres undefined)
  0, 22, 4, -1.0, 0.8, 18, /, 13, 8, 0
(13) COc1ccc(CCNC(=O)COC(=O)C2CC2)cc1OC
  2, /, 1, /, -3.3, 11, 3.6, -4, 2, 7
(14) CCOc1cc(C2C(C(=O)c3ccccc3)=C(C(=O)OC)Nc3nnnn32)ccc1O (centres undefined)
  -4, -4, -2, 1.7, 2.4, 9, 0.0, 4, -7, 1
(15) CCN1C(=O)[C@H]2[C@@H](c3ccc(C)cc3)N[C@]3(CCCN(Cc4ccc(C)cc4)C3=O)[C@H]2C1=O
  -3, /, -38, -1.4, /, -1, 0.6, -3, -6, /

Continued, overlapping the part above by 3 compounds.
Results follow in this order: FBA Mtb inh, DUSP3 inh, MazEF act, FadD28 FP inh, UGM FP inh, GDH-TPI counter, Mtb BioA inh, CCHF vOTU inh, BoNT F protease, Rv3671c inh
(13) COc1ccc(CCNC(=O)COC(=O)C2CC2)cc1OC
  2, /, 1, /, -3.3, 11, 3.6, -4, 2, 7
(14) CCOc1cc(C2C(C(=O)c3ccccc3)=C(C(=O)OC)Nc3nnnn32)ccc1O (centres undefined)
  -4, -4, -2, 1.7, 2.4, 9, 0.0, 4, -7, 1
(15) CCN1C(=O)[C@H]2[C@@H](c3ccc(C)cc3)N[C@]3(CCCN(Cc4ccc(C)cc4)C3=O)[C@H]2C1=O
  -3, /, -38, -1.4, /, -1, 0.6, -3, -6, /
(16) CC1=CCC[C@@H]2[C@]3(CC/C(=C/CO)CO)CO[C@@]2(C1)[C@@H](O)C[C@H]3C
  2, /, /, -0.7, /, 4, 0.5, -2, 8, /
(17) CNS(=O)(=O)c1cccc(C(=O)OCC(=O)C23CC4CC(CC(C4)C2)C3)c1
  -4, 2, -9, -2.3, 0.4, 8, -1.2, 7, -20, -7
(18) Cc1cc(Br)c(NC(=O)COC(=O)C2CCCCC2)c(Br)c1
  17, /, 3, -1.1, 1.4, 7, -0.4, -4, -12, 3
(19) O=C(/C=C/c1ccccc1)OCCCCN=C1NS(=O)(=O)c2ccccc21
  -1, 15, 0, -5.7, 3.2, -12, /, -4, 1, -17
(20) O=C(NC(c1ccccc1)c1ccccc1)c1ccc(CO)cc1
  0, 12, 1, -1.3, -0.5, 0, -2.1, 3, -24, 1
(21) O=C(/C=C/c1ccccc1)Nc1cccnc1
  2, -10, 8, 0.2, -2.4, 4, 14, -6, 23, 4
(22) Cc1nc2ccc(NS(=O)(=O)c3ccc(C)c(C)c3)cc2s1
  2, 20, -13, -1.8, -1.5, 15, -1.0, 3, -23, 6
(23) O=C(O)c1ccccc1C(=O)NCC(O)COCC1CC=CCC1 (centres undefined)
  1, 25, -4, -0.2, 1.9, 0, -0.8, 2, -14, -5
(24) Cc1ccc(S(=O)(=O)NNC(=O)c2cnn(-c3ccc(Cl)cc3)c2C(F)(F)F)cc1
  7, 1, 4, -3.7, 1.0, 9, /, -4, -3, -1
(25) Cc1ccccc1-c1cnc2c(c1)C(=O)N([C@@H](C)CO)C[C@@H](C)[C@H](CN(C)Cc1ccccc1F)O2
  1, /, 7, 0.3, /, 13, 2.1&1.9&7.7, 25, -7, /
(26) C[C@@H]1[C@H]2[C@@H]3CC[C@@H](C3)[C@H]2CN[C@H]1c1cn(Cc2ccccc2)c2ccccc12
  2, /, 22, -6.5, /, -6, 0.2, 4, -18, /
(27) CCc1nnc(SCC(=O)Nc2ccc3ccccc3c2)n1N
  1, /, 2, -0.5, 3.5, -6, 2.1, -1, 12, -3
(28) O=C(Cc1ccc(F)cc1)NCCc1ccc(F)cc1
  -2, 8, 4, -1.2, -1.7, 2, /, 18, 13, -1
(29) CCOc1ccc(NS(=O)(=O)c2ccc3c(c2)oc(=O)n3C)cc1
  3, 6, -1, -4.2, 2.0, -3, -0.6, -2, -10, -14
(30) CC1=C(C#N)CCC(=O)N1Cc1ccc(C)cc1
  1, -1, -5, -2.3, 0.1, -2, 3.1, 4, -8, 5

Copied from the list.
CCHF vOTU inh, compound 22 = 3
FBA Mtb inh, compound 26 = 2
UGM FP inh, compound 20 = -0.5
MazEF act, compound 24 = 4

Full records, quoted from the list. Screens in order: FBA Mtb inh | DUSP3 inh | MazEF act | FadD28 FP inh | UGM FP inh | GDH-TPI counter | Mtb BioA inh | CCHF vOTU inh | BoNT F protease | Rv3671c inh
O=C(Cc1ccc(F)cc1)NCCc1ccc(F)cc1 as listed: -2 | 8 | 4 | -1.2 | -1.7 | 2 | / | 18 | 13 | -1
COc1cccc(N2CC(C(=O)Nc3nnc(SCC(=O)NC4CCCC4)s3)CC2=O)c1 (centres undefined) as listed: 3 | -9 | -3 | -1.1 | -2.3 | 2 | -2.5 | 6 | -5 | -1
CN(C)c1ccc(/C=N/N2C(=S)SC(C)(C)C2N(O)C(=O)Nc2ccc([N+](=O)[O-])cc2)cc1 (centres undefined) as listed: 0 | 16 | 11 | -1.9 | 2.2 | 51* | -1.0 | 25 | -8 | 8
CN(C)C(=O)C1Cc2ccccc2CN1S(=O)(=O)c1ccc(F)cc1 (centres undefined) as listed: 2 | 16 | 6 | 0.6 | 0.9 | 5 | -1.7 | -6 | -18 | -1
O=C(O)c1ccccc1C(=O)NCC(O)COCC1CC=CCC1 (centres undefined) as listed: 1 | 25 | -4 | -0.2 | 1.9 | 0 | -0.8 | 2 | -14 | -5

The list goes on:
Results follow in this order: FBA Mtb inh, DUSP3 inh, MazEF act, FadD28 FP inh, UGM FP inh, GDH-TPI counter, Mtb BioA inh, CCHF vOTU inh, BoNT F protease, Rv3671c inh
(31) O=C(Nc1cccnc1)c1cccc(S(=O)(=O)N2CCCCC2)c1
  -1, 22, 1, -3.3, 2.3, -2, /, -7, -1, 1
(32) COc1ccc(CN2C(=O)C(CC(=O)NC(c3ccccc3)c3ccccc3)CC(C(=O)N(C(C)C)C(C)C)=C2C)cc1 (centres undefined)
  -1, /, 3, -3.2, /, -10, 0.2, 23, 0, /
(33) O=C(Cn1ccc2ccccc21)Nc1ccc2c(c1)OCO2
  -3, 21, -2, -1.0, -0.2, 3, /, 24, -4, 0
(34) Nc1ccc(C(=O)N/N=C/c2cn(Cc3ccccc3F)c3ccccc23)cc1
  -2, 27, 4, 1.2, 2.6, 30, -0.2, 7, 10, /
(35) CCN(CC)c1cc(CS(=O)c2ccccc2)nc(-c2ccccc2)n1 (centres undefined)
  -1, /, -13, -5.3, -1.7, 1, 3.0, 14, 8, -4
(36) O=C(CCSc1nc(-c2ccco2)cc(C(F)(F)F)n1)NCc1cccs1
  -1, 0, 2, -4.4, 1.0, 12, -0.6, 13, 1, 1
(37) O=c1oc(-c2ccco2)nc2sc3c(c12)CCCC3
  -2, 13, 4, -0.7, 0.5, 14, -3.1, -9, -3, -29
(38) CC(C)c1cc(C(=O)O)on1
  -1, 2, 7, -1.4, 3.0, 2, 0.2, -2, -9, 4
(39) O=C(CSc1ccc([N+](=O)[O-])cn1)Nc1ccc2[nH]c(=O)[nH]c2c1
  3, 17, 19, -0.5, 1.0, 18, /, 15, -22, 8
(40) COc1ccc(CC(=O)OCN2C(=O)c3ccccc3C2=O)cc1
  2, 14, -7, 0.5, 0.2, -5, -2.4, -1, 0, 7
(41) COc1cc(C(=O)OCC(=O)NC(N)=O)cc(CN2C(=O)c3ccccc3C2=O)c1OC
  0, 6, -13, -2.5, 0.9, 13, -1.1, -10, -6, -7
(42) Cc1csc(SCC(=O)NC2CCCC2)n1
  1, /, 4, -3.9, 0.7, 0, -0.1, 2, 3, -8
(43) CCOC(=O)N1CCN(C2CCCN(C(=O)c3ccccc3SC)C2)CC1 (centres undefined)
  -1, -20, 2, -1.5, 2.1, 0, 0.2, -9, 1, 3
(44) O=C(CSc1n[nH]c(-c2ccc(Br)cc2)n1)N1CCOCC1
  2, /, -23, -1.2, -2.4, 6, /, -10, -7, -6
(45) C=CCn1c(O)c(C(CC)=NC(C)c2ccccc2)c(=O)[nH]c1=O (centres undefined)
  -3, 5, 2, -1.9, 0.6, 0, 3.8, 1, 1, -1
(46) COc1ccccc1NC(=O)c1cnc2n(c1=O)CCS2
  -4, 29, -10, -2.8, 0.3, 37*, 0.8, 5, 29, -1
(47) S=C(NCCCN1CCOCC1)Nc1cccc(-c2nnc3n2CCCCC3)c1
  5, -1, 0, -0.8, 0.6, 6, /, -9, 0, -2
(48) CCN(CC)C(=O)C1=C(C)N(CCC2=CCCCC2)C(=O)C(CC(=O)NCc2ccco2)C1 (centres undefined)
  -1, /, 8, -2.3, /, -2, -3.7, 1, -2, /

Compound activity from PubChem BioAssay.
